Screens: PubChem BioAssay, National Center for Advancing Translational Sciences (NCATS)
USP2a inh – blocks human ubiquitin-specific protease USP2a; USP2 core, Ub-CHOP2 coupled fluorogenic reporter, 485/531; Potency, µM (highest dose often 38.3 µM), for inactives: at the highest dose activity change, negative = inhibition, usual class: inhibitors; O75604; 0.01% of 330,000 active; AID 463254;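 also: potency is read from the fitted curve at half-maximal effect; plate controls were DMSO wells for no effect and full inhibition by NEM control for full effect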
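USP2 core (10nM final) preincubated 30min RT with compound in 20mM Tris-HCl pH 8.0, 2mM CaCl2, 2mM beta-mercaptoethanol, 0.05% CHAPS; 25nM Ub-CHOP2 plus 25nM reporter substrate added, fluorescence (Ex485/Em531) read after 60min.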
S-ASM inh – inhibitors of human secretory acid sphingomyelinase; P17405; 0.006% of 340,000 active; placental ASM, HMU-PC fluorogenic substrate, 60 min; Potency, µM (top dose mostly 57.5 µM), for the others: top-dose activity change, negative = inhibition, most hits filed as inhibitors; also: potency is read from the fitted curve at half-maximal effect
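Human placenta-derived ASM enzyme was preincubated with compound for 10 minutes at room temperature, then given fluorogenic substrate HMU-PC0 (9 uM final) for 60 minutes at 37 °C; a pH 10 stop preceded fluorescence reading at Ex 386/Em 447 nm.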
MBNL1-CUG inh – blocks human MBNL1 binding to CUG repeat RNA; TR-FRET MBNL1-His/biotin-(CUG)12 binding, 665/545 ratio; 0.036% of 280,000 active; Potency, µM (doses to about 57.5 µM), for inactives: at the top dose activity change, negative = inhibition, actives largely listed as inhibitors; Q9NR56; active = well fitted inhibition curve with a large enough effect in the signal ratio, with a control signal flat, not every such curve was filed as active; inconclusive = small, poorly fitted or top-dose-only effect, or effect the other way, or a change in a side signal; inactive = no such curve, though single readings can be large or run the other way; the % refers to the signal ratio; also: potency is read from the fitted curve at half-maximal effect; % is scaled to controls: 0 for no effect and ±100 for the full control effect
Target sequence (Q9NR56 whole entry, looked up): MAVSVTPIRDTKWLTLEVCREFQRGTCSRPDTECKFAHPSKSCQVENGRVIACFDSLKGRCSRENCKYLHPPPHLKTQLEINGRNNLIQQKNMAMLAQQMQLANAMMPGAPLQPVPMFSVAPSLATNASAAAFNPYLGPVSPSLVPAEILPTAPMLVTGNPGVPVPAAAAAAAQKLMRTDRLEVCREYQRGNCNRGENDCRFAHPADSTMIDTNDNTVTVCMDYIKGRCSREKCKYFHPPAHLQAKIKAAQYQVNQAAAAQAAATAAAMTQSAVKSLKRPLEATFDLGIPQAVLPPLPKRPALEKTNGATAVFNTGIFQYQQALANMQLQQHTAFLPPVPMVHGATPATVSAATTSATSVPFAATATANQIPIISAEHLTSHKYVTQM
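Compounds (final 92 nM to 58 uM) are added to His-tagged MBNL1 and biotin-(CUG)12, then terbium anti-His antibody and streptavidin-XL665 (5 nM final). After 60 min at room temperature, the 665/545 nm ratio is read.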
PKM2 act – activators of human pyruvate kinase M2; P14618; purified PKM2, Kinase-Glo ATP luminescence, activation; response scale: 0% is enzyme alone, no compound; Potency, µM (titrated, usually from 57.5 µM), without a hit: at the highest dose activation, most hits filed as activators; 0.34% of 260,000 active; AID 1631; also: potency is read from the fitted curve at half-maximal effect; % is scaled to controls: 0 for no effect and ±100 for the full control effect; nearly all actives have a fitted effect of over 55% in size
Target sequence (P14618 whole entry, looked up): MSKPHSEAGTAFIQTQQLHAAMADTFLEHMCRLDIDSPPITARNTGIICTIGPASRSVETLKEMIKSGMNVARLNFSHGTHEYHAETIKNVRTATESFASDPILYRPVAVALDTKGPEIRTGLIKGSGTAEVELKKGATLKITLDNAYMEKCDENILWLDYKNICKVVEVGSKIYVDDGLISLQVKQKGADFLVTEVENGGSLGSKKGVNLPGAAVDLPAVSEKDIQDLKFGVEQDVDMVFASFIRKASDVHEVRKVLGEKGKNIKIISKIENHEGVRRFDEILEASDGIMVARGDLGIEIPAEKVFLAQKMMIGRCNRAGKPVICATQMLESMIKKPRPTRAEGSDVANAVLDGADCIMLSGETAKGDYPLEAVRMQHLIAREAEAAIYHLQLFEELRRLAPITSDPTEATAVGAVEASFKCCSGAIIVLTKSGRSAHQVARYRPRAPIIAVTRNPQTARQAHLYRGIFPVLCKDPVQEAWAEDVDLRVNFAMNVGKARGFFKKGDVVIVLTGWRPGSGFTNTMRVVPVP
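ATP formation by purified human PK-M2, quantified via coupled luciferase luminescence after 1 h at room temperature with 0.1 mM ADP and 0.5 mM PEP final.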
TSHR antag – antagonists of human thyroid stimulating hormone receptor; P16473; TSHR-expressing cells, TSH-stimulated cAMP HTRF, 2 h; hits give low values; activity change, negative = inhibition, % at 11.5 µM; 0.2% of 330,000 active;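 active = activity change below a set negative limit, meaning inhibition stronger than a set level, cut at about -70% in these data; inconclusive = activity change between two set negative limits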; also: % is scaled to controls: 0 for no effect and ±100 for the full control effect
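Cell-based HTRF cAMP assay; TSHR cells + compound, TSH EC80 (4nM final), 2 h, 37 deg C. Lysis with anti-cAMP cryptate and cAMP-d2, 30 min RT, read 665/620 nm.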
Chronic BCR inh – blocks chronic active B-cell receptor signaling; ABC-DLBCL IkBa-CBG/CBR reporter, luminescence ratio, 4 h; Potency, µM (top dose mostly 46.1 µM), inactives show at the top dose ratio change, negative = lower green/red ratio, actives largely listed as inhibitors; 0.05% of 340,000 active; AID 493014; active = well fitted inhibition curve with a large enough effect in the signal ratio, with a control signal flat, not every such curve was filed as active; inconclusive = small, poorly fitted or top-dose-only effect, or effect the other way, or a change in a side signal; the % refers to the signal ratio;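 also: potency is read from the fitted curve at half-maximal effect; plate controls were basal doxycycline-induced cells for no effect and cells given 10 µM MG132 for full effect; MG132 reads +100%, hits lower the ratio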
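TMD8 ABC-DLBCL cells carrying doxycycline-inducible green luciferase fused to IkappaBalpha plus unfused red luciferase were exposed to compounds (up to 46 uM) for 4 hrs at 37C. Activity came from the overlap-corrected green/red luminescence ratio.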
KCNH2 WT inh – blocks the wildtype human KCNH2 potassium channel; 0.37% of 340,000 active; U2OS, BacMam KCNH2, thallium flux FluxOr; hits give low values; activity change, % at 1.84 µM; AID 720551;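 active = maximum activity change below -70%; inconclusive = maximum activity change between -70% and -50%; inactive = maximum activity change above -50%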; also: % is scaled to controls: 0 for no effect and ±100 for the full control effect
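U2OS cells transduced with wild-type KCNH2 virus are loaded with FluxOr dye for 45 min, and thallium flux is measured in kinetic reads before and after stimulation buffer. Rate constants are normalized to DMSO controls.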
Eya2 phos inh – Eya2 (human) phosphatase inhibition; recombinant Eya2, OMFP fluorescence dephosphorylation (OMFP is methylfluorescein phosphate); Potency, µM (titrated, usually from 76.9 µM), without a hit: top-dose activity, negative = inhibition, usual class: inhibitors; 0.006% of 330,000 active; AID 488837; also: potency is read from the fitted curve at half-maximal effect; % is scaled to controls: 0 for no effect and ±100 for the full control effect
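Eya2 (0.2 uM) preincubated 10 min at ambient with compound, then OMFP substrate added at 50 uM; 10 min reaction in 50 mM HEPES pH 7.5, 50 mM NaCl, 5 uM MgCl2, 0.05% BSA, 1 mM DTT. Fluorescence read at Ex 485/Em 525 nm.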
Mito fusion act – inhibitors of mitochondrial division or activators of mitochondrial fusion; S. cerevisiae fusion-defective mutant growth rescue, CellTiterGlo 48 h; Potency, µM (highest dose often 46.1 µM), inactives show at the highest dose growth rescue (activation), usual class: activators; 0.23% of 320,000 active; AID 485298;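 also: potency is read from the fitted curve at half-maximal effect; % of control where 0% means no effect; nearly all actives have a fitted effect of over 45% in size; temperature-sensitive fusion mutants such as fzo1-1 at 37 °C on non-fermentable ethanol glycerol medium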
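S. cerevisiae fusion-defective temperature-sensitive mutants (e.g. fzo1-1, mgm1-5) grown 48 h at 37C in YPEG (ethanol/glycerol non-fermentable) medium with 23 nl compound per well; growth rescue read as CellTiterGlo luminescence.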
Menin MLL FP TR – inhibitors of human menin-MLL interaction, mutant MLL peptide | Potency, µM (top dose mostly 61.6 µM), without a hit: at the top dose FP activity change, negative = inhibition, hits mostly inhibitors | AID 1768 | 0.23% of 270,000 active | Menin + Texas Red MLL mutant peptide, fluorescence polarization; active = well fitted inhibition curve with a large enough effect in the polarisation, with a control signal flat, not every such curve was filed as active; inconclusive = small, poorly fitted or top-dose-only effect, or effect the other way, or a change in a side signal; inactive = no such curve, though single readings can be large or run the other way; the % refers to the polarisation; also: potency is read from the fitted curve at half-maximal effect; % of control where 0% means no effect; many of its hits are not listed in these tables
GALK inh – galactokinase (human) inhibition; P51570; Purified GALK, Kinase-Glo residual ATP luminescence; Potency, µM (series often up to 57.5 µM), inactives show at the top dose activity change, negative = inhibition, actives largely listed as inhibitors; 0.007% of 270,000 active; AID 1868; also: potency is read from the fitted curve at half-maximal effect; % is scaled to controls: 0 for no effect and ±100 for the full control effect
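ATP-depletion format; final 35 uM ATP, 100 uM D-galactose, 5 nM enzyme; pH 8.0 HEPES/Mg2+ buffer; 60 min RT; luminescence read 10 min after detection reagent.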
* = called active by the depositor; ? = inconclusive; nt = no result given; [ ] = another dose, or the depositor's remark. Unless noted, calls follow the shape of the dose curve; as a rule, active = well fitted curve in the direction sought with a large enough effect; inconclusive = small, poorly fitted or top-dose-only effect, or another doubt; inactive = no such curve, though single readings can be large; an effect the other way counts as inactive or inconclusive.

Results follow in this order: Eya2 phos inh, GALK inh, USP2a inh, Mito fusion act, S-ASM inh, PKM2 act, Menin MLL FP TR, KCNH2 WT inh, Chronic BCR inh, TSHR antag, MBNL1-CUG inh
CC[N+](CC)(CC)C/C=C/CN1CCCCC1
 : 4%, 1%, 2%, -1%, 3%, -15%, 7%, -11, 10%, -9, nt
Cc1cc(Cl)c2oc(C(=O)NCCN3CCOC3=O)c(C)c2c1
 : -8%, -3%, 5%, 3%, 0%, nt, nt, 1, -2%, -11, 3%
CC1CC(NC2=NCCS2)CC(C)(C)C1 (stereo not drawn)
 : 5%, 1%, -5%, 0%, 4%, -5%, nt, 1, -2%, 5, -17%
COC(=O)c1ccccc1NCC(=O)c1ccc(OC)cc1
 : 10%, 13%, -5%, -3%, 29%, 2%, ?, -1, ?, 49, -6%
Cc1ccc(C(=O)N2C3=C(CCCC3)C(=O)NC23CCCCC3)cc1
 : 4%, 4%, 2%, 2%, 2%, -2%, 2%, -30, -18%, 2, -3%
CC(O)c1nc2ccccc2n1CC(=O)N1CCN(c2ccccc2)CC1 (stereo not drawn)
 : 4%, 11%, 0%, 8%, 1%, 1%, -5%, 36, 1%, 2, 1%
COc1ccccc1Oc1ccc(S(=O)(=O)N2CCN(C)CC2)cc1
 : 10%, 14%, 1%, -1%, 0%, 1%, 4%, 6, -1%, 1, -1%
CCn1c(N2CCN(C(=O)c3ccco3)CC2)nc2ccccc21
 : 0%, 5%, 0%, -2%, 2%, -3%, 1%, 18, -3%, 6, -5%
Cc1ccc(S(=O)(=O)Nc2nc(C)cc(NN)n2)cc1
 : -5%, -2%, 9%, 4%, 1%, ?, nt, 7, ?, 6, -2%
C=CCNC(=O)C1CCN(S(=O)(=O)CC)CC1
 : -15%, -1%, 5%, -2%, 1%, -1%, 1%, 8, 0%, 8, 1%
Cc1nn(Cc2ccccc2)c(C)c1C(=O)NCCN1C(=O)S/C(=C\c2ccccc2)C1=O
 : 6%, -3%, 3%, 0%, 4%, -9%, 10%, -36, 6%, 9, -6%
O=C(CN1C(=O)NC2(CCCC2)C1=O)OCc1ccccc1
 : -8%, nt, 1%, -2%, 5%, nt, nt, -8, ?, -3, nt
COc1ccc(/C=N/NC(=O)Cc2n[nH]c(=O)[nH]c2=O)cc1
 : 7%, nt, -11%, 1%, 1%, 0%, nt, -10, ?, 6, 13%
O=C(COC(=O)C1(c2cccc(F)c2)CCCC1)NCc1cccs1
 : -13%, -1%, 0%, -4%, 2%, -2%, -12%, 42, -5%, 3, 15%
C=CCn1c(COc2ccccc2F)nnc1SCC(=O)NC(=O)NCc1ccco1
 : 9%[15.4 µM], -1%, 4%, -2%, -2%, 0%, 9%, -1, 2%, -4, 4%
CC(C)NC(=O)CSc1nnc(-c2ccc(F)cc2)c2ccccc12
 : -10%, 7%, -1%, 6%, 0%, 20%, -10%, -4, ?, -7, nt

Laid out differently: 10 of the compounds above.
SMILES	Eya2 phos inh	GALK inh	USP2a inh	Mito fusion act	S-ASM inh	PKM2 act	Menin MLL FP TR	KCNH2 WT inh	Chronic BCR inh	TSHR antag	MBNL1-CUG inh
Cc1cc(Cl)c2oc(C(=O)NCCN3CCOC3=O)c(C)c2c1	-8%	-3%	5%	3%	0%	nt	nt	1	-2%	-11	3%
CC1CC(NC2=NCCS2)CC(C)(C)C1 (stereo not drawn)	5%	1%	-5%	0%	4%	-5%	nt	1	-2%	5	-17%
COC(=O)c1ccccc1NCC(=O)c1ccc(OC)cc1	10%	13%	-5%	-3%	29%	2%	?	-1	?	49	-6%
Cc1ccc(C(=O)N2C3=C(CCCC3)C(=O)NC23CCCCC3)cc1	4%	4%	2%	2%	2%	-2%	2%	-30	-18%	2	-3%
CC(O)c1nc2ccccc2n1CC(=O)N1CCN(c2ccccc2)CC1 (stereo not drawn)	4%	11%	0%	8%	1%	1%	-5%	36	1%	2	1%
COc1ccccc1Oc1ccc(S(=O)(=O)N2CCN(C)CC2)cc1	10%	14%	1%	-1%	0%	1%	4%	6	-1%	1	-1%
CCn1c(N2CCN(C(=O)c3ccco3)CC2)nc2ccccc21	0%	5%	0%	-2%	2%	-3%	1%	18	-3%	6	-5%
Cc1ccc(S(=O)(=O)Nc2nc(C)cc(NN)n2)cc1	-5%	-2%	9%	4%	1%	?	nt	7	?	6	-2%
C=CCNC(=O)C1CCN(S(=O)(=O)CC)CC1	-15%	-1%	5%	-2%	1%	-1%	1%	8	0%	8	1%
Cc1nn(Cc2ccccc2)c(C)c1C(=O)NCCN1C(=O)S/C(=C\c2ccccc2)C1=O	6%	-3%	3%	0%	4%	-9%	10%	-36	6%	9	-6%

Ordered by the number under USP2a inh (rising): three of the compounds above
| SMILES | Eya2 phos inh | GALK inh | USP2a inh | Mito fusion act | S-ASM inh | PKM2 act | Menin MLL FP TR | Chronic BCR inh | TSHR antag | MBNL1-CUG inh |
| --- | --- | --- | --- | --- | --- | --- | --- | --- | --- | --- |
| COC(=O)c1ccccc1NCC(=O)c1ccc(OC)cc1 | 10% | 13% | -5% | -3% | 29% | 2% | ? | ? | 49 | -6% |
| CC[N+](CC)(CC)C/C=C/CN1CCCCC1 | 4% | 1% | 2% | -1% | 3% | -15% | 7% | 10% | -9 | nt |
| C=CCn1c(COc2ccccc2F)nnc1SCC(=O)NC(=O)NCc1ccco1 | 9%[15.4 µM] | -1% | 4% | -2% | -2% | 0% | 9% | 2% | -4 | 4% |

Not all compounds are listed; count on the stated rates, not on these rows.
